ERG Ets-DNA blk: inhibitors of human ERG Ets domain-DNA interaction. P11308. fluorescence polarization, His-ERG Ets domain / labelled DNA. Potency, µM (top dose mostly 76.9 µM), inactives show at the top dose FP activity, negative = inhibition, most hits filed as inhibitors. 0.028% of 370,000 active; active = well fitted inhibition curve with a large enough effect in the polarisation, with a control signal flat; inconclusive = small, poorly fitted or top-dose-only effect, or effect the other way, or a change in a side signal; inactive = no such curve, though single readings can be large or run the other way; the % refers to the polarisation;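 also: polarization taken with two DNA probes labelled with fluorescein and Texas red; potency is read from the fitted curve at half-maximal effect; % of control where 0% means no effect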
Target sequence (P11308 whole entry, looked up, the tested form may be a part): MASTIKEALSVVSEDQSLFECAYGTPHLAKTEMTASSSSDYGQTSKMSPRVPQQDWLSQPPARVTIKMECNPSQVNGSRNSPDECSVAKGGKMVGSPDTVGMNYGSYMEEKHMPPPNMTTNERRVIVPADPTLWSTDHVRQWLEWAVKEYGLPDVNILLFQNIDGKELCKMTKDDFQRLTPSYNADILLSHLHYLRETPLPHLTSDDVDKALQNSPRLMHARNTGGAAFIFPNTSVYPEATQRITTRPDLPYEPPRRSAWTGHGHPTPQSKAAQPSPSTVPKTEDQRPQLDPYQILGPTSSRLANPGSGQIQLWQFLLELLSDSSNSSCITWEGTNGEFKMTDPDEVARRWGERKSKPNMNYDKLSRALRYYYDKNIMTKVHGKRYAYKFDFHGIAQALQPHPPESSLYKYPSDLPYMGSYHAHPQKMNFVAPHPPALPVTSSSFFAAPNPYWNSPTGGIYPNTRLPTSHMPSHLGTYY
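His-tagged ERG Ets domain (1 uM in the protein solution; 300mM KCl, 50mM Tris-HCl, 1mM EDTA, 1mM DTT, pH 7.5) received compound, then a probe mix of 5 nM fluorescein-DNA and 100nM Texas-615-DNA. Fluorescence polarization was read for both dyes.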
GLS inhibitor: glutaminase GLS (human) inhibition; AID 624170; GLS enzymatic activity, qHTS titration; 0.21% of 410,000 active; O94925; Potency, µM (top dose mostly 45.5 µM), for the others: at the top dose activity change, negative = inhibition, hits mostly inhibitors; also: potency is read from the fitted curve at half-maximal effect; % is scaled to controls: 0 for no effect and ±100 for the full control effect
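Read-out is an Amplex red fluorescence increase coupled through glutamate oxidase and HRP, measured before and after 30 min room-temperature incubation. hKGA is in 45 mM KH2PO4 (pH 8.2) with 0.02% Tween-20; glutamine added as 1mM solution.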
G9a inh: blocks human histone lysine methyltransferase G9a; G9a H3K9 monomethylation, AlphaScreen, 2 h; Q96KQ7; Potency, µM (top dose mostly 102 µM), for the others: top-dose activity, negative = inhibition, actives largely listed as inhibitors; 8.8% of 350,000 active; also: potency is read from the fitted curve at half-maximal effect; % is scaled to controls: 0 for no effect and ±100 for the full control effect; nearly all actives have a fitted effect of over 75% in size
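G9a (20 nM) was preincubated 15 min with compound, then reacted 2 h at room temperature with 500 nM biotin-H3K9 peptide and 20 µM SAM. Monomethyl-H3K9 detected by AlphaScreen using anti-H3K9me1 antibody.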
PI4K2A block: PI4K2A (human) kinase inhibition | activity change, negative = inhibition, % at 76.9 µM | 0.13% of 420,000 active | Q9BTU6 | purified PI4K2A, ADP-Glo luminescence, 1 h; active compounds read low | AID 1346378; in the data active = activity change below about -50%; inconclusive = mostly about -30% to -49%;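 also: -100% = wells without enzyme as full effect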
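ADP-Glo luminescence measured ADP generated by PI4K2A enzyme (4 ug/mL before mixing) with 1.2 mM PI substrate (pre-mix) and 300 microM ATP (pre-mix). Tris pH7.5 buffer with MgCl2, Triton X-100; 1 h reaction at ambient temperature.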
ALOX12 inh: inhibitors of human 12S-lipoxygenase ALOX12; P18054; purified 12hLO, xylenol orange hydroperoxide absorbance; Potency, µM (top dose mostly 108 µM), for the others: at the top dose activity change, negative = inhibition, most hits filed as inhibitors; 1.1% of 580,000 active; AID 1671190; also: potency is read from the fitted curve at half-maximal effect; % is scaled to controls: 0 for no effect and ±100 for the full control effect
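Hydroperoxide product was detected by ferrous iron/xylenol orange as the 573 to 405 nm absorbance ratio. Arachidonic acid at 40 uM (final) was turned over for 30 min at room temperature by 150 nM human 12hLO, pH 7.0 Hepes buffer, after 15 min compound preincubation.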
BAZ2B inh: inhibitors of human BAZ2B bromodomain | 4.4% of 360,000 active | Potency, µM (doses to about 114 µM), for inactives: at the highest dose activity change, negative = inhibition, actives largely listed as inhibitors | AlphaScreen BAZ2B-H3K14Ac peptide displacement | Q9UIF8; also: potency is read from the fitted curve at half-maximal effect; % is scaled to controls: 0 for no effect and ±100 for the full control effect; nearly all actives have a fitted effect of over 60% in size
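Complex of BAZ2B and biotin-H3K14Ac (50 nM apiece) forms over 30 min at RT, then faces library compounds up to 110 uM for another 30 min; AlphaScreen beads added, 20 min dark incubation, luminescence read.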
RGS4 inhibitor: inhibitors of human regulator of G protein signaling 4; P49798; Transcreener GDP fluorescence polarization, RGS4-accelerated GTP hydrolysis; Potency, µM (top dose mostly 114 µM), without a hit: at the top dose activity change, negative = inhibition, hits mostly inhibitors; 0.039% of 390,000 active; AID 504845; also: potency is read from the fitted curve at half-maximal effect; % is scaled to controls: 0 for no effect and ±100 for the full control effect; nearly all actives have a fitted effect of over 75% in size; some results filed as inactive show a strong effect at the top dose
Target sequence (P49798 whole entry, looked up): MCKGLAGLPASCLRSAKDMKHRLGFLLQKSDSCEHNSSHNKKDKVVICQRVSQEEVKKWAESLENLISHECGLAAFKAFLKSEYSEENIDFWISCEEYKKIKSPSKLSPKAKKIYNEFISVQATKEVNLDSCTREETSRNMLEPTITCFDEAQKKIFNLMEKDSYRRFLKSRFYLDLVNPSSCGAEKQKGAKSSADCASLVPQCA
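MLSMR compounds (23 nl, pin-transferred) preincubated 10 min at room temperature with a 500nM (2x) first reagent, then RGS4 at 900nM (2x) plus Transcreener GDP mix added; fluorescence polarization (620/688 nm) read before and after 90 min at 30 °C.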
JMJD2A Tudor inh: JMJD2A Tudor domain (human) inhibition | 4.4% of 390,000 active | AlphaScreen JMJD2A-Tudor / H3K4me3 peptide binding | AID 504339 | Potency, µM (doses to about 114 µM), for inactives: top-dose activity change, negative = inhibition, hits mostly inhibitors | O75164; also: potency is read from the fitted curve at half-maximal effect; % is scaled to controls: 0 for no effect and ±100 for the full control effect; nearly all actives have a fitted effect of over 50% in size
HP1b chromo inh: HP1-beta chromodomain-methylated histone interaction inhibition. Potency, µM (series often up to 114 µM), for inactives: at the top dose activity change, negative = inhibition, hits mostly inhibitors. AID 540317. P83916. AlphaScreen HP1-beta / biotin-H3K9me3 peptide binding. 0.56% of 390,000 active; also: potency is read from the fitted curve at half-maximal effect; nearly all actives have a fitted effect of over 70% in size; inactives centre near 23
Target sequence (P83916 whole entry, looked up): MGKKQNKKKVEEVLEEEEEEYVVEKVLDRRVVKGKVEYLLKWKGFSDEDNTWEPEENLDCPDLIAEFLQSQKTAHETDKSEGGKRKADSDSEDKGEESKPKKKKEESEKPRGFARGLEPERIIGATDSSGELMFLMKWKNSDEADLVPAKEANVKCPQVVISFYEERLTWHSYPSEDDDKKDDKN
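AlphaScreen: HP1-beta (50 nM) preformed 30 min with biotin-H3(1-18)K9me3 peptide (50 nM) in PBS pH 7.4, 0.01% Tween-20. Compound added for 30 min at RT, then streptavidin donor/nickel chelate acceptor beads (10 ug/mL) for 30 min.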
Numbers without * were called inactive; u = inconclusive; x = not tested or not shown; [ ] = another dose, or the depositor's remark. Unless noted, calls follow the shape of the dose curve; as a rule, active = well fitted curve in the direction sought with a large enough effect; inconclusive = small, poorly fitted or top-dose-only effect, or another doubt; inactive = no such curve, though single readings can be large; an effect the other way counts as inactive or inconclusive.

nr	SMILES	PI4K2A block	BAZ2B inh	RGS4 inhibitor	ALOX12 inh	JMJD2A Tudor inh
1	COc1ccc(C(=O)/C=C/c2cn(CC(O)CN3CCc4ccccc43)c3ccccc23)cc1 (stereo unspecified)	4.4	u	14.4%	u	22.4µM*
2	COc1ccc(Cn2c(CO)cnc2SCc2ccccc2)cc1	-2.4	u	18.9%	0.0%	-12.5%
3	Cc1c(C(=O)Cc2ccccc2)n(C)c2ccccc12	4.4	x	-2.1%	0.0%	138.3%[activator]
4	O=S(=O)(Nc1ccc(N2CCOCC2)cc1)c1ccc(Cl)s1	2.9	-10.3%	2.2%	-9.3%	-26.5%
5	COc1cc(C)ccc1OCc1cc(C(=O)N2CCN(C)C[C@@H]2c2ccccc2)no1	-4.5	-35.9%	-15.3%[56.9 µM]	4.8%	-15.8%
6	CC(C)=N/N=C1/NC(=O)C(CC(=O)Nc2cc(Cl)ccc2C)S1 (stereo unspecified)	-1.5	-18.7%	-17.1%	39.7%[activator]	-9.9%
7	COc1cccc(OC)c1C(=O)NC(=S)Nc1ccc2oc(-c3ccncc3)nc2c1	1.9	-4.2%	-10.4%	4.0%	-8.5%
8	COc1ccccc1NC(=O)C(C)N1CCN(C/C=C/c2ccccc2)CC1 (stereo unspecified)	2.4	7.5%	-2.9%[11.4 µM]	0.0%	-3.1%[11.4 µM]
9	O=C(CN1CCN(c2ccc(F)cc2)CC1)Nc1ccccc1Br	-3.7	-30.7%	-5.9%	-26.8%	-22.4%
10	NC(=O)[C@@H]1CCCN1Cc1c(C(=O)N2CCN(C3CCCCC3)CC2)nc2ccccn12	-0.6	-8.6%	10.9%	9.6%	0.0%
11	O=C(O)CC(NC(=O)Cc1ccccc1)c1cc([N+](=O)[O-])ccc1Cl (stereo unspecified)	0.3	x	6.1%	-12.0%	-11.7%
12	CCOC(=O)c1c(NC(=O)C2CC(Cl)=CCC2C(=O)O)sc2c1CC(C)(C)OC2 (stereo unspecified)	0.4	-31.9%	-8.6%	u	-20.6%

nr	G9a inh	GLS inhibitor	HP1b chromo inh	ERG Ets-DNA blk
1	u	-8.3%	-30.9%	2.8%
2	-36.5%[59 µM]	-1.6%	11.0%[57 µM]	2.3%
3	197.9%[activator]	-6.4%	174.2%[activator]	u
4	u	1.8%	17.9%	-6.2%
5	-44.8%	-15.0%	53.6%[activator]	11.2%
6	-38.1%[59 µM]	12.1%	31.3%	-6.4%
7	-7.9%	2.8%	27.5%	11.9%
8	u	8.8%	25.0%	-12.6%
9	-5.1%	3.7%	-4.5%	0.8%
10	u	0.0%	34.3%	-12.9%
11	-43.9%	-0.4%	-3.0%	-2.4%
12	6.7%	12.5%	7.3%	-0.7%

An excerpt from above in order of number of heavy atoms, rising.
nr	SMILES	PI4K2A block	BAZ2B inh	RGS4 inhibitor	ALOX12 inh	JMJD2A Tudor inh
4	O=S(=O)(Nc1ccc(N2CCOCC2)cc1)c1ccc(Cl)s1	2.9	-10.3%	2.2%	-9.3%	-26.5%
6	CC(C)=N/N=C1/NC(=O)C(CC(=O)Nc2cc(Cl)ccc2C)S1 (stereo unspecified)	-1.5	-18.7%	-17.1%	39.7%[activator]	-9.9%
2	COc1ccc(Cn2c(CO)cnc2SCc2ccccc2)cc1	-2.4	u	18.9%	0.0%	-12.5%
11	O=C(O)CC(NC(=O)Cc1ccccc1)c1cc([N+](=O)[O-])ccc1Cl (stereo unspecified)	0.3	x	6.1%	-12.0%	-11.7%
8	COc1ccccc1NC(=O)C(C)N1CCN(C/C=C/c2ccccc2)CC1 (stereo unspecified)	2.4	7.5%	-2.9%[11.4 µM]	0.0%	-3.1%[11.4 µM]
12	CCOC(=O)c1c(NC(=O)C2CC(Cl)=CCC2C(=O)O)sc2c1CC(C)(C)OC2 (stereo unspecified)	0.4	-31.9%	-8.6%	u	-20.6%
10	NC(=O)[C@@H]1CCCN1Cc1c(C(=O)N2CCN(C3CCCCC3)CC2)nc2ccccn12	-0.6	-8.6%	10.9%	9.6%	0.0%

nr	G9a inh	GLS inhibitor	HP1b chromo inh	ERG Ets-DNA blk
4	u	1.8%	17.9%	-6.2%
6	-38.1%[59 µM]	12.1%	31.3%	-6.4%
2	-36.5%[59 µM]	-1.6%	11.0%[57 µM]	2.3%
11	-43.9%	-0.4%	-3.0%	-2.4%
8	u	8.8%	25.0%	-12.6%
12	6.7%	12.5%	7.3%	-0.7%
10	u	0.0%	34.3%	-12.9%

Later entries
nr	SMILES	PI4K2A block	BAZ2B inh	RGS4 inhibitor	ALOX12 inh	JMJD2A Tudor inh
13	C/C(=N\Nc1ncc(Cl)cc1Cl)c1ccc(OC(F)F)cc1	2.4	5.2%	13.5%	0.2%	-13.9%
14	CCOc1ccc(OCc2ccc(C(=O)Nc3cc(OC)c(OC)c(OC)c3)o2)cc1	1.6	u	13.9%	-24.0%	-23.7%
15	COc1cccc(NC(=O)COC(=O)CC2CC3CCC2C3)c1 (stereo unspecified)	2.0	x	-7.4%	290.4%[activator]	14.3%
16	CCOc1cc(N2CCOCC2)c(OCC)cc1NC(=O)Cc1cccc(OC)c1	15.7	u	16.2%	0.0%	u
17	O=C(O)CCSSCCC(=O)O	1.0	8.4%	2.4%	-11.7%	-20.0%
18	Cc1ccc2nc(Cc3ccc(N)cc3)[nH]c2c1	-3.0	56.2µM*	18.0%	3.6%	-33.3%
19	O=C(CSc1nccn1Cc1ccccc1)Nc1nc2ccccc2s1	-4.6	u	-35.1%	3.8%	50.1µM*
20	Cc1ccc(S(=O)(=O)N(C)CCCC(=O)N2CCCCC2)cc1	-2.0	7.7%	-27.6%	28.1%	-8.1%

nr	G9a inh	GLS inhibitor	HP1b chromo inh	ERG Ets-DNA blk
13	28.8%	-7.4%	41.3%[activator]	1.7%
14	-29.8%[59 µM]	-1.1%	10.4%	1.8%
15	x	5.2%	49.9%[activator]	-8.7%
16	50.1µM*	8.4%	-16.9%	1.1%
17	4.2%[0.501 µM]	-3.9%	25.0%	-25.2%
18	1.9%[0.501 µM]	26.5%	18.1%	x
19	-43.0%[59 µM]	1.6%	-5.0%[57 µM]	0.2%
20	1.7%[0.501 µM]	1.7%	35.5%	6.8%

Assay outcomes as filed in PubChem BioAssay.

This is a subset; count on the stated rates, not on these rows.
